Bioassay records deposited in PubChem by NMMLSC.
VLA-4 agonist – enhancers of LDV-FITC binding to VLA-4 integrin, primary screen, Jurkat cells, flow cytometry; Integrin alpha-4 (Homo sapiens), P13612; activation, % at 10 µM (by protocol); 24,000 tested, under 10 active;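 active = fluorescent ligand binding to cells raised by more than 40% of the manganese-induced maximum; inconclusive = compound's own fluorescence above 85% of the ligand control signal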;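 note: 0% = ligand binding without compound and 100% = manganese-stimulated maximal binding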
Target sequence (P13612 whole entry, looked up): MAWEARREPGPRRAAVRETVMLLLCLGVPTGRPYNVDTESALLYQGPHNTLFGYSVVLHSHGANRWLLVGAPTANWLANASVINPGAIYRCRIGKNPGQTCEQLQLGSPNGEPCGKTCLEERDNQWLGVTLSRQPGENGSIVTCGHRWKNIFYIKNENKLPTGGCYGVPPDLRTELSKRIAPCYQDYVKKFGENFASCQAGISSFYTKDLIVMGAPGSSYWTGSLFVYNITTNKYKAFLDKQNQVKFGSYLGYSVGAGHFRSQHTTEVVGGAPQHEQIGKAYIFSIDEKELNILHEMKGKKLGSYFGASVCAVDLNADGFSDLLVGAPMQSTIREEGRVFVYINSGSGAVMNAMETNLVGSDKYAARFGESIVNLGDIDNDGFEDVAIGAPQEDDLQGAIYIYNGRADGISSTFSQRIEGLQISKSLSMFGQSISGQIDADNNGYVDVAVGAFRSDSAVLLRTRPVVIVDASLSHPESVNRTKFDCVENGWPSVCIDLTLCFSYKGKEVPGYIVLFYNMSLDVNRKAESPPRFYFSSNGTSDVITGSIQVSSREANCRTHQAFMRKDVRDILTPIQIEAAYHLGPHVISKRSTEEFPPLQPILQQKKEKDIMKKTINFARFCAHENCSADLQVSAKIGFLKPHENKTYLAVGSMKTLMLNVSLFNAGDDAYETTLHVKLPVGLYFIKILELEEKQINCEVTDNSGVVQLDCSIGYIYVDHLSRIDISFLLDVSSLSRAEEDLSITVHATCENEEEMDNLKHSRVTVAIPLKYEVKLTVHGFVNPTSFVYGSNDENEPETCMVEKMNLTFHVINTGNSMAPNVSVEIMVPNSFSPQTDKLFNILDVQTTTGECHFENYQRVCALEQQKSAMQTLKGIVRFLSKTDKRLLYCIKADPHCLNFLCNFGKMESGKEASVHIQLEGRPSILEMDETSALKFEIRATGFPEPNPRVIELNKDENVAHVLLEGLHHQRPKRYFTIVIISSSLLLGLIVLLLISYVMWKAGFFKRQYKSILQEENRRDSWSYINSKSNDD
VLA-4 antagonist – inhibitors of LDV-FITC binding to Mn2+-activated VLA-4, primary screen, Jurkat cells. 0.2% of 24,000 active. LDV-FITC binding with Mn2+, flow cytometry; 100% = Mn2+-driven binding gain fully reversed. inhibition, % at 10 µM (by protocol). AID 529, 2006. Integrin alpha-4 (Homo sapiens), P13612;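 active = inhibition above 50%; inconclusive = compound itself fluorescent, judged against control cell fluorescence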;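 note: 0% = Mn2+ stimulated cells lacking compound and 100% = ligand binding without Mn2+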
LNCaP diff act – activators of LNCaP prostate cell differentiation, primary screen, flow cytometry side scatter; 4 d; side scatter shift, % at 10 µM; 0.56% of 24,000 active; AID 795, 2007;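 active = side scatter shift above 30%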;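 note: androgen-responsive LNCaP prostate cancer cells in charcoal-stripped serum medium; percent of cells past a gate set so DMSO wells show 10% shift; higher shift means more granular cells and more differentiation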
Jurkat autofluor – compound autofluorescence on Jurkat cells, primary screen, artefact control for VLA-4 allosteric ligand project, cell-based, flow cytometry; stronger effect = higher value; 1 = vehicle-only cell background; fluorescence ratio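 (tested at 10 µM compound in the well)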; 0.61% of 24,000 active;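 active = fluorescence ratio above 2.44, which is 1 plus 3 SD of all ratios; inconclusive = signal too bright to measure linearly, ratio around 10 or more; inactive = fluorescence ratio below 2.44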;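 note: green fluorescence of cells measured with 488 nm excitation and 530 nm emission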
The depositor's hits bear a star. A portion of the library (hit frequency here may not be typical).

For O=C(NCCN1CCN(c2ccccc2)CC1)C1CCN(S(=O)(=O)N2CCOCC2)CC1 the results were VLA-4 agonist 4, VLA-4 antagonist 11, LNCaP diff act 8 and Jurkat autofluor 1.
Screening CCOC(=O)c1cnc(SCC)[nH]c1=O returned VLA-4 agonist -2, VLA-4 antagonist -10, LNCaP diff act 7 and Jurkat autofluor 1.
Cn1c(=O)c(=O)n(C)c2cc(S(=O)(=O)N3CCOCC3)ccc21 was read as VLA-4 agonist -2, VLA-4 antagonist 0, LNCaP diff act 5 and Jurkat autofluor 0.95.
For CCOC(=O)c1c(C)n(C)c2c(C)cc(O)c(OC(C)=O)c12 the results were VLA-4 agonist inconclusive, VLA-4 antagonist inconclusive, LNCaP diff act 3 and Jurkat autofluor 1.3.
For CCCCC(=O)N=c1sc2cc(S(C)(=O)=O)ccc2n1C the results were VLA-4 agonist -4, VLA-4 antagonist 21, LNCaP diff act 10 and Jurkat autofluor 1.1.
Screening CCOCC(=O)Nc1c(C(=O)Nc2ccccc2OC)oc2ccccc12 returned VLA-4 agonist -1, VLA-4 antagonist -5, LNCaP diff act 16 and Jurkat autofluor 1.1.
Screening Cc1nnc(NC(=O)c2ccc(S(=O)(=O)N(C)Cc3ccccc3)cc2)o1 returned VLA-4 agonist inconclusive, VLA-4 antagonist inconclusive, LNCaP diff act 7 and Jurkat autofluor 1.6.
`O=C(NCc1ccc(F)cc1)C1CCN(C(=O)NCc2ccccc2)CC1` gave VLA-4 agonist -10, VLA-4 antagonist -12, LNCaP diff act 4 and Jurkat autofluor 1.1.
Screening COc1ccccc1Cn1c(=S)[nH]c2cc(C(=O)N3CCN(C)CC3)ccc2c1=O returned VLA-4 agonist 1, VLA-4 antagonist 15, LNCaP diff act 2 and Jurkat autofluor 1.1.
COc1nc(-c2ccc(Cl)cc2)ccc1-c1noc(-c2ccncc2)n1 was read as VLA-4 agonist 0, VLA-4 antagonist -12, LNCaP diff act 8 and Jurkat autofluor 1.1.
CC(C)(C)C1CCc2onc(C(=O)N3CCOCC3)c2C1 (stereo not drawn) was read as VLA-4 agonist 3, VLA-4 antagonist -4, LNCaP diff act 5 and Jurkat autofluor 1.
For Cc1cc(NC(=O)CSC2=Nc3ccccc3C3=NC(Cc4ccccc4)C(=O)N23)n[nH]1 (stereo not drawn) the results were VLA-4 agonist inconclusive, VLA-4 antagonist inconclusive, LNCaP diff act 2 and Jurkat autofluor 1.1.
COc1nc(OC)nc(N2CCC(C(=O)NC3CCCCCC3)CC2)n1 was read as VLA-4 agonist 2, VLA-4 antagonist -18, LNCaP diff act 3 and Jurkat autofluor 1.
O=C1OC2CC3CC1CC(O)(C3)C2 (stereo not drawn) was read as VLA-4 agonist 2, VLA-4 antagonist -12, LNCaP diff act 9 and Jurkat autofluor 0.99.
`CCCCNC(=O)C1CC(=O)N(C2CCCCC2)C1` (stereo not drawn) gave VLA-4 agonist 5, VLA-4 antagonist 3, LNCaP diff act 14 and Jurkat autofluor 0.95.
For Cn1c(=O)oc2cc(S(=O)(=O)N3CCCC(C(=O)N4CCc5ccccc5C4)C3)ccc21 (stereo not drawn) the results were VLA-4 agonist 4, VLA-4 antagonist -5, LNCaP diff act 6 and Jurkat autofluor 1.1.
C/C(=N\O)c1ccc2c3ccccc3n(C)c2c1 was read as VLA-4 agonist inconclusive, VLA-4 antagonist inconclusive, LNCaP diff act 11 and Jurkat autofluor 1.1.
Screening CCOc1cc(CN2CCN(C(=O)c3ccco3)CC2)ccc1OC returned VLA-4 agonist 1, VLA-4 antagonist -12, LNCaP diff act 3 and Jurkat autofluor 1.
`COC(=O)CCSCC(=O)Nc1cc(C)on1` gave VLA-4 agonist 2, VLA-4 antagonist -15, LNCaP diff act 2 and Jurkat autofluor 0.99.
For CC(=O)Nc1ccc(S(=O)(=O)NCc2cn3ccsc3n2)cc1 the results were VLA-4 agonist 1, VLA-4 antagonist -2, LNCaP diff act 3 and Jurkat autofluor 1.
`Nc1[nH]ncc1C(=O)Nc1cccc(C(F)(F)F)c1` gave VLA-4 agonist -2, VLA-4 antagonist 10, LNCaP diff act 5 and Jurkat autofluor 1.
Cn1c(=O)c2c3c(sc2n2c(SCc4ccccc4)nnc12)CCCC3 was read as VLA-4 agonist 8, VLA-4 antagonist -22, LNCaP diff act 3 and Jurkat autofluor 1.1.
Screening CC(C)(C)n1nc2c(c1NC(=O)c1ccc(S(=O)(=O)N3CCCC3)cc1)CSC2 returned VLA-4 agonist 3, VLA-4 antagonist 10, LNCaP diff act 5 and Jurkat autofluor 1.
`CC(C)N(C#N)c1nc(N2CCOCC2)nc(N2CCOCC2)n1` gave VLA-4 agonist 1, VLA-4 antagonist 9, LNCaP diff act 13 and Jurkat autofluor 0.98.
For CCN(CC)S(=O)(=O)c1ccc(NC(=O)Cn2cnc3ccccc3c2=O)cc1 the results were VLA-4 agonist -3, VLA-4 antagonist -5, LNCaP diff act 14 and Jurkat autofluor 1.
Cc1cc(C(=O)Nc2c(C)n(C)n(-c3ccccc3)c2=O)c(C)o1 was read as VLA-4 agonist 0, VLA-4 antagonist 4, LNCaP diff act 2 and Jurkat autofluor 0.99.
`CCOC(=O)N1CCC(NC(=O)C2CCN(c3nc(-c4ccc(OC)cc4)no3)CC2)CC1` gave VLA-4 agonist 0, VLA-4 antagonist 5, LNCaP diff act 4 and Jurkat autofluor 1.
COc1cccc(NC(=O)c2nnn(CCc3ccccc3)c2N)c1 was read as VLA-4 agonist 5, VLA-4 antagonist 14, LNCaP diff act 4 and Jurkat autofluor 0.96.
Screening N#Cc1cnc(SCCc2ccccc2)nc1N returned VLA-4 agonist inconclusive, VLA-4 antagonist inconclusive, LNCaP diff act 21 and Jurkat autofluor 1.7.
For COC(=O)[C@H](C(C)C)n1c(C)c(C(C)=O)c(C(C)=O)c1C the results were VLA-4 agonist 1, VLA-4 antagonist -21, LNCaP diff act 20 and Jurkat autofluor 1.1.
`CCC1Cc2c(nc3c4c(nc(N5CCOCC5)c(C#N)c24)NC(C)=N3)O1` (stereo not drawn) gave VLA-4 agonist -2, VLA-4 antagonist -6, LNCaP diff act 9 and Jurkat autofluor 1.3.
CN(C)c1cc(NC(=O)CN2CCOCC2)c2ccccc2n1 was read as VLA-4 agonist -2, VLA-4 antagonist 4, LNCaP diff act 2 and Jurkat autofluor 0.99.
COC(=O)C1CCN(c2cc(=O)n(Cc3ccc(F)cc3)c(=O)[nH]2)CC1 was read as VLA-4 agonist -2, VLA-4 antagonist -10, LNCaP diff act 3 and Jurkat autofluor 1.1.
O=C(CCC1CC(=O)Nc2ccccc21)NCc1cccnc1 (stereo not drawn) was read as VLA-4 agonist 2, VLA-4 antagonist -11, LNCaP diff act 3 and Jurkat autofluor 1.1.
Cc1ccc(CSc2nc3c(c(=O)[nH]2)CCC3)cc1 was read as VLA-4 agonist 7, VLA-4 antagonist -14, LNCaP diff act 8 and Jurkat autofluor 1.
CCCCN(CC)CCNC(=O)c1cc2c(=O)n(C)c3ccccc3c2n1C was read as VLA-4 agonist -1, VLA-4 antagonist 8, LNCaP diff act 6 and Jurkat autofluor 1.1.
For Cn1c(=O)cc(SCC(=O)N2CCOCC2)c2ccc(Cl)cc21 the results were VLA-4 agonist -5, VLA-4 antagonist -5, LNCaP diff act 12 and Jurkat autofluor 1.1.
Screening CCCCn1c(C(C)NC(=O)c2cccs2)nc2ccccc21 (stereo not drawn) returned VLA-4 agonist 3, VLA-4 antagonist 11, LNCaP diff act 4 and Jurkat autofluor 0.98.
Screening c1ccc2c(c1)nc(N1CCOCC1)c1nnnn12 returned VLA-4 agonist inconclusive, VLA-4 antagonist inconclusive, LNCaP diff act 6 and Jurkat autofluor inconclusive.
For CCCc1[nH]nc2c1C(c1ccc(O)cc1OCC)C(C#N)=C(N)O2 (stereo not drawn) the results were VLA-4 agonist 3, VLA-4 antagonist inconclusive, LNCaP diff act 1 and Jurkat autofluor 1.2.
`Cc1cc(NS(=O)(=O)c2ccc(NC(=O)CN3C(=O)c4ccccc4C3=O)cc2)nc(C)n1` gave VLA-4 agonist inconclusive, VLA-4 antagonist inconclusive, LNCaP diff act 8 and Jurkat autofluor 1.
For CCOC(=O)c1ccc2[nH]c(C)c(CN3CCN(C)CC3)c(=O)c2c1 the results were VLA-4 agonist 6, VLA-4 antagonist -2, LNCaP diff act 10 and Jurkat autofluor 0.97.
Screening CC(C)(C)c1ccccc1OCC(=O)Nc1ncn[nH]1 returned VLA-4 agonist 1, VLA-4 antagonist -25, LNCaP diff act 3 and Jurkat autofluor 1.1.
Screening CCOCCCNC(=O)CN1CCN(Cc2ccccc2C)C1=O returned VLA-4 agonist 2, VLA-4 antagonist -7, LNCaP diff act 6 and Jurkat autofluor 1.
Screening CCCn1c(=O)c(C(=O)NCc2ccccn2)c(O)c2ccccc21 returned VLA-4 agonist -4, VLA-4 antagonist 8, LNCaP diff act 10 and Jurkat autofluor 1.1.

Pulled by compound from the list above:
Screening CCCCn1c(C(C)NC(=O)c2cccs2)nc2ccccc21 (stereo not drawn) returned VLA-4 agonist 3, VLA-4 antagonist 11, LNCaP diff act 4 and Jurkat autofluor 0.98.
Cc1ccc(CSc2nc3c(c(=O)[nH]2)CCC3)cc1 was read as VLA-4 agonist 7, VLA-4 antagonist -14, LNCaP diff act 8 and Jurkat autofluor 1.

Back to the main list, starting three compounds before the break.
Screening CC(C)(C)c1ccccc1OCC(=O)Nc1ncn[nH]1 returned VLA-4 agonist 1, VLA-4 antagonist -25, LNCaP diff act 3 and Jurkat autofluor 1.1.
Screening CCOCCCNC(=O)CN1CCN(Cc2ccccc2C)C1=O returned VLA-4 agonist 2, VLA-4 antagonist -7, LNCaP diff act 6 and Jurkat autofluor 1.
Screening CCCn1c(=O)c(C(=O)NCc2ccccn2)c(O)c2ccccc21 returned VLA-4 agonist -4, VLA-4 antagonist 8, LNCaP diff act 10 and Jurkat autofluor 1.1.
COCC(C)NC(=O)c1cc(-c2ccc(OC)c(OC)c2)on1 (stereo not drawn) was read as VLA-4 agonist 6, VLA-4 antagonist 5, LNCaP diff act 17 and Jurkat autofluor 1.
Screening COc1ccc(Cn2nnnc2C(c2ccncc2)N2CCOCC2)cc1 (stereo not drawn) returned VLA-4 agonist -2, VLA-4 antagonist -6, LNCaP diff act 19 and Jurkat autofluor 1.1.
For Nc1ccc(S(=O)(=O)NC(=O)c2ccccc2)cc1 the results were VLA-4 agonist 0, VLA-4 antagonist -14, LNCaP diff act 4 and Jurkat autofluor 1.
For CC1=C(C(N)=O)C(c2ccncc2)n2nc(-c3ccccc3Cl)nc2N1 (stereo not drawn) the results were VLA-4 agonist -19, VLA-4 antagonist -12, LNCaP diff act 5 and Jurkat autofluor 1.
Screening COC(=O)[C@H](CCSC)NC(=O)Nc1cc(C)ccc1C returned VLA-4 agonist 6, VLA-4 antagonist -16, LNCaP diff act 10 and Jurkat autofluor 1.1.
`COc1ccc(NC(=O)C2CCN(S(=O)(=O)c3cccc4cccnc34)CC2)cc1` gave VLA-4 agonist -2, VLA-4 antagonist 6, LNCaP diff act 4 and Jurkat autofluor 1.1.
Cc1ccc(-n2ncc3c(=O)n(CC(=O)Nc4cccc(Cl)c4)cnc32)cc1C was read as VLA-4 agonist 1, VLA-4 antagonist -7, LNCaP diff act 6 and Jurkat autofluor 0.91.
`Cc1nn(-c2ccccc2)c(C)c1C(=O)OCC(=O)c1c(N)n(CC(C)C)c(=O)n(C)c1=O` gave VLA-4 agonist -8, VLA-4 antagonist -12, LNCaP diff act 1 and Jurkat autofluor 1.1.
`Cc1ccc(C(=O)c2cc3c(cc2N)OCCO3)cc1` gave VLA-4 agonist inconclusive, VLA-4 antagonist inconclusive, LNCaP diff act 4 and Jurkat autofluor 0.9.
Screening NC(=O)C1CCN(C(=O)c2cc3ccccn3n2)CC1 returned VLA-4 agonist 0, VLA-4 antagonist -3, LNCaP diff act 5 and Jurkat autofluor 1.
`COc1cc2c(cc1OC)CN(C(=O)CSc1nc3[nH]ncc3c(=O)n1-c1ccccc1)CC2` gave VLA-4 agonist -1, VLA-4 antagonist -1, LNCaP diff act 10 and Jurkat autofluor 1.1.
`CCN1CCCC1CNC(=O)c1cc(NC(C)=O)c(N(C)C)cc1OC` (stereo not drawn) gave VLA-4 agonist -1, VLA-4 antagonist 12, LNCaP diff act 20 and Jurkat autofluor 0.91.
Screening CC(C)C1CC(O)(C2(O)CCCCC2)ON1 (stereo not drawn) returned VLA-4 agonist 2, VLA-4 antagonist 3, LNCaP diff act 14 and Jurkat autofluor 1.
`O=C(NCCCN1CCCC1)C1CCN(C(=O)c2cc3sccc3n2Cc2ccc(F)cc2)CC1` gave VLA-4 agonist 4, VLA-4 antagonist -37, LNCaP diff act 1 and Jurkat autofluor 1.1.
Cc1oc(-c2ccc(Cl)cc2)nc1CN1CCC(C(=O)NCCCN2CCCC2=O)CC1 was read as VLA-4 agonist 2, VLA-4 antagonist 6, LNCaP diff act 7 and Jurkat autofluor 1.1.
